From PubChem BioAssay
GLD-1 TGE inh – GLD-1/TGE RNA complex disruptors, primary screen, biochemical, fluorescence polarization | inhibition, % at 5.96 µM | AID 2280, 2010 | Female germline-specific tumor suppressor gld-1 (Caenorhabditis elegans), Q17339 | actives 0.44% (n = 320,000) | purified GLD-1 + fluorescein TGE RNA;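 active = percent inhibition above a per-plate cutoff, the plate mean of test compounds plus 3 SD, cut at about 30% in these data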;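 note: 0% = DMSO wells with GLD-1 and probe and 100% = wells lacking GLD-1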
CIT2 TOR yeast – modulators of CIT2-GFP expression in yeast, primary screen, S. cerevisiae, GFP fusion, multiplex flow cytometry, MLPCN library; S. cerevisiae CIT2-GFP strain, 3 h; 100 means same as DMSO wells; GFP response vs DMSO, % at 10 µM; actives 0.065% (n = 320,000); AID 2029, 2009;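 active = GFP response relative to DMSO above a set limit, near the screen mean plus 3 SD, cut at about 150% in these data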;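 note: ratio of well median GFP fluorescence to mean of DMSO wells on the plate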
MEX-5 binding – MEX-5 zinc finger RNA-binding disruptors – biochemical, C. elegans, fluorescence polarization, MLPCN library, primary screen; activity score (negative = inhibition of binding), % at 10 µM; MEX-5/FITC-TCR2 RNA binding; hits give low values; actives 0.38% (n = 300,000);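 active = inhibition past about -25% in most replicates, and total fluorescence under double the plate's negative control median, limit read from the data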;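 note: 0% = DMSO and -100% = 5 µM competing unlabeled TCR2 RNA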
Target sequence (Q9XUB2 whole entry, looked up): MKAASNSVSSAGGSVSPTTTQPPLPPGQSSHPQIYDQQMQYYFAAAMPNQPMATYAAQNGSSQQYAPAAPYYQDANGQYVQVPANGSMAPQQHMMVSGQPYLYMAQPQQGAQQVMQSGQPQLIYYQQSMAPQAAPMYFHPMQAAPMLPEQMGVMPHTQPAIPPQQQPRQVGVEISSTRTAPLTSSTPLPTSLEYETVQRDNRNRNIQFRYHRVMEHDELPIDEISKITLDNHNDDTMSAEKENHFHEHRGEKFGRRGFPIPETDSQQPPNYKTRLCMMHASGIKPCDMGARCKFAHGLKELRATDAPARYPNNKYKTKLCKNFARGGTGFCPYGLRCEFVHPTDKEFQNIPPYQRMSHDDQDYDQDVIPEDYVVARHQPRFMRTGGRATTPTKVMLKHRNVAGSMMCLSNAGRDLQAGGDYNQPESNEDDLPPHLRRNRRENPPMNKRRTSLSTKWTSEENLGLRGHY
CR mimetic SO – reduction of superoxide in aged yeast, primary screen, HTS; actives 0.18% (n = 330,000); superoxide response (% of plate mean), % at 10 µM; S. cerevisiae aged cells, superoxide DHE fluorescence; hits give low values;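 active = superoxide response under a set limit, about three screen SD below normal, cut at about 65% in these data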;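 note: yeast aged for seven days with compound at 30 °C before DHE staining; 100% = average MFI of all compound-treated wells on the plate with controls excluded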
BCLXL inh – inhibitors of human Bcl-xL, primary screen, biochemical, fluorescence polarization, HTS; Bcl-2-like protein 1 (Homo sapiens), Q07817; GST-Bcl-xL / FITC-Bim BH3 peptide fluorescence polarization; inhibition, % at 10.9 µM; actives 0.7% (n = 320,000);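 active = inhibition above the mean of all tested compounds plus 3 SD, cutoff set per campaign, cut at about 30% in these data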;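 note: 0% = DMSO wells and 100% = unlabeled Bim-BH3 peptide competitor; inhibitors lower millipolarization by displacing the labeled peptide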
Target sequence (Q07817 whole entry, looked up): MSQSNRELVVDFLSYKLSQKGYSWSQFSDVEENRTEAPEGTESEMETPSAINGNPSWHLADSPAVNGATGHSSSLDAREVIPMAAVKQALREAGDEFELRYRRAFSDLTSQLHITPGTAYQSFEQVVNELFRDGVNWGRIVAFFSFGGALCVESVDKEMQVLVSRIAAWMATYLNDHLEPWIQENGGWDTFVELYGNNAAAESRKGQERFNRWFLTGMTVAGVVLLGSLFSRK
GRK2 aptamer HTS – compounds blocking aptamer binding on GRK2 – biochemical, human GRK2, bead flow cytometry, HTS, primary screen. Beta-adrenergic receptor kinase 1 (Homo sapiens), P25098. FAM-aptamer displacement from GRK2. inhibition of aptamer binding, % at 10 µM. actives 0.59% (n = 330,000). AID 488847, 2010;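 active = inhibition of aptamer binding above 40%, roughly 3 SD of noise, on plates passing a quality check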;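 note: median bead fluorescence of bound FAM aptamer so fluorescent compounds give negative values; no value below 0 was filed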
VLA-4 inh – inhibition in human VLA-4 binding assay, primary screen, VLA-4 allosteric modulator project, MLPCN library, flow cytometry, VLA-4 expressing cells; Integrin alpha-4 (Homo sapiens), P13612; ligand binding flow cytometry; inhibition, % (about 7 µM as worked out from the volumes in the protocol); actives 0.2% (n = 330,000); AID 2557, 2010; in the data active = inhibition above about 50%
MCL1-BIM inh – inhibitors of MCL1 binding to BIM-BH3, primary screen, biochemical, fluorescence polarization. Induced myeloid leukemia cell differentiation protein Mcl-1 (Homo sapiens), Q07820. GST-MCL1 / FITC-Bim-BH3 fluorescence polarization. inhibition, % at 10.9 µM. actives 0.68% (n = 320,000);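 active = inhibition above the mean inhibition of all tested compounds plus 3 SD, set per campaign, cut at about 40% in these data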;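 note: 0% = DMSO wells and 100% = unlabeled Bim-BH3 peptide control; higher means more loss of mP so more displacement of Bim peptide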
Target sequence (Q07820 whole entry, looked up): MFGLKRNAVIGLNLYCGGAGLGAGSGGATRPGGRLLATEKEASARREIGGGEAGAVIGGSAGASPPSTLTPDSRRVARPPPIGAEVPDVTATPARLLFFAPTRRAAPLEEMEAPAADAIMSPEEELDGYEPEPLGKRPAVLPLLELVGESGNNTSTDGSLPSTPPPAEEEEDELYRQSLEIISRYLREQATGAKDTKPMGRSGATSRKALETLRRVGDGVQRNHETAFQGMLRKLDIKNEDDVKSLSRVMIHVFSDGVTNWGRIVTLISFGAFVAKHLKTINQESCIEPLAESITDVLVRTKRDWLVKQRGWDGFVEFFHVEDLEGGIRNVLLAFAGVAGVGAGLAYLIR
AGP1-GFP MLPCN – modulators of AGP1-GFP expression in yeast TOR pathway, primary screen, cell-based, multiplex flow cytometry, S. cerevisiae, MLPCN library. 3 h; GFP as percent of DMSO wells. GFP response vs DMSO, % at 10 µM. actives 0.02% (n = 320,000);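 active = GFP response relative to DMSO above a set limit, near screen average plus 3 SD, cut at about 150% in these data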;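 note: median GFP channel fluorescence of the gated AGP1 strain per well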
* = called active by the depositor; . = not tested or not shown. Random draw from the library; 2.1% or so of the library scored in one or more.

SMILES	GLD-1 TGE inh	CIT2 TOR yeast	MEX-5 binding	CR mimetic SO	BCLXL inh	GRK2 aptamer HTS	VLA-4 inh	MCL1-BIM inh	AGP1-GFP MLPCN
CC1(C)CC(=O)C2=C(C1)NC(Nc1nc3ccccc3o1)=NC2c1ccccn1 (stereo not given)	-1.6	102.0	2.8	99.3	-2.8	0.0	-1.2	-2.9	103.1
CCC(C)NC(=O)CSc1nnc(-c2ccc(OC)c(OC)c2)c(-c2ccc(OC)c(OC)c2)n1 (stereo not given)	-5.3	101.3	0.3	111.9	-0.8	2.0	22.7	-2.4	101.4
Cc1cc(/C=N/NC(N)=S)c(C)n1-c1ccc(Cl)c(Cl)c1	-5.8	103.0	-1.3	100.9	3.8	0.0	5.8	12.1	105.2
Cc1ccc(S(=O)(=O)N2CCN(C)CC2)cc1[N+](=O)[O-]	5.6	108.4	0.5	109.3	5.0	1.0	-5.5	3.4	104.2
CCn1ccnc1CN(C)Cc1cn(-c2ccccc2)nc1-c1ccc(OC)cc1F	-2.3	91.5	.	114.2	-1.8	0.0	-0.9	-0.8	100.7
COc1ccc(NC(=O)CSc2nc3ccccc3cc2Cc2ccccc2)cc1	-2.0	94.6	1.6	88.5	6.6	3.0	3.3	10.6	97.2
COC(=O)C1CC(=O)c2sccc2C1 (stereo not given)	-2.7	94.1	-0.7	106.6	-3.3	0.0	24.1	0.2	94.1
O=C(O)C(Cc1ccccc1)N1Cc2ccccc2C1=O (stereo not given)	3.4	99.5	-2.2	98.3	3.5	5.0	0.5	0.1	102.2
Cc1noc(C)c1C(=O)N1CCCC(C(=O)c2cccc(C(F)(F)F)c2)C1 (stereo not given)	-1.7	.	0.5	112.2	7.4	4.0	-2.5	4.2	98.1
COc1cccc(OC)c1C(=O)Nc1ccc2nc(C)c(C)nc2c1	7.7	94.2	-4.7	90.7	1.3	1.0	-7.8	-11.2	96.9
CC(OC(=O)C1CC(=O)N(Cc2ccco2)C1)C(=O)Nc1ccc(F)cc1Cl (stereo not given)	-2.6	90.4	.	98.3	-1.8	0.0	7.3	-5.6	94.9
O=S(=O)(NCCSc1nnnn1-c1ccccc1)c1cccs1	11.3	104.8	-0.4	110.5	13.2	0.0	-8.2	8.7	111.0
COc1cc(C2Nc3c(F)cccc3C3C=CCC32)cc(Br)c1OC (stereo not given)	1.8	97.3	1.1	116.0	17.2	0.0	22.0	23.5	110.3
COCCN(CCOC)c1nc(S(=O)(=O)c2ccc(C)cc2)c(Cl)s1	-0.4	90.3	0.0	93.6	-1.2	0.0	6.8	1.2	95.2
COC(=O)C1=NNC2(C)C(=O)N(c3ccc(C)cc3)C(=O)C12 (stereo not given)	-1.0	91.6	-2.4	94.4	4.1	0.0	11.1	6.0	101.1
NCCCC[C@@H]1NC(=O)c2cc([N+](=O)[O-])cc(I)c2SC[C@@H](C(N)=O)NC(=O)[C@H](CCC(N)=O)NC1=O	-1.7	92.6	-5.0	115.3	4.4	0.0	19.6	-5.8	96.6
COc1ccc(Cc2c[nH]c(=O)[nH]c2=O)cc1	3.7	88.5	3.5	102.9	3.4	1.0	2.1	3.6	98.8
CC1CN(C(=O)c2cc(F)c(F)cc2Cl)CC(C)O1 (stereo not given)	4.4	105.0	-1.2	98.0	4.0	0.0	12.5	-2.3	.
COC(=O)C1=C(C)Nc2c(c(=O)n(C)c(=O)n2C)C1c1ccc(C)cc1 (stereo not given)	-0.5	83.3	1.9	96.2	9.2	0.0	-4.6	7.6	90.0
CCCCN(CC)Cc1ccc(CNC(=S)Nc2ccccc2F)o1	5.2	106.3	-1.3	93.9	5.0	0.0	-0.8	4.5	101.5
COc1ccccc1N1C(=O)CC(c2ccccc2)CC1=O	0.1	99.2	.	112.9	3.0	0.0	6.5	6.9	100.4
COCCOC(=O)C(C#N)c1nc2ccccc2nc1N1CCN(Cc2ccccc2)CC1 (stereo not given)	13.1	112.2	-7.1	92.7	19.8	2.0	-9.9	-15.0	107.3
COC(=O)c1ccc(C(=O)OC)c(NC(=O)COC(=O)c2ccccc2OC)c1	0.0	107.1	-1.7	75.3	3.0	1.0	-14.0	4.0	101.8
Cc1cc2c(cn1)C(CCC#N)(CCC#N)c1ccccc1-2	9.4	97.5	3.5	107.0	7.2	0.0	12.1	-1.1	97.7
C=CCSc1nc2c(sc3nc(C)cc(C)c32)c(=O)[nH]1	0.4	102.2	-0.1	101.5	14.5	5.0	-1.4	12.5	103.5

(listing goes on)
SMILES	GLD-1 TGE inh	CIT2 TOR yeast	MEX-5 binding	CR mimetic SO	BCLXL inh	GRK2 aptamer HTS	VLA-4 inh	MCL1-BIM inh	AGP1-GFP MLPCN
Cc1cc(C)c(S(=O)(=O)N2CCCCC2CCNC(=O)C(=O)NCCN2CCOCC2)c(C)c1 (stereo not given)	4.2	91.2	0.0	96.8	4.5	2.0	12.2	1.4	91.4
Cc1cc(C)c(S(=O)(=O)Nc2cc(SCC(=O)O)c(O)c3ccccc23)cc1C	12.2	105.2	-56.5*	167.2	18.7	1.0	-5.3	27.3	95.9
O=C(CSCc1cnn(-c2ccccc2)c1-n1cccc1)N1CCN(Cc2ccccc2)CC1	0.9	106.2	-1.3	100.5	4.4	0.0	7.9	5.4	110.3
COc1ccccc1N(CC(=O)Nc1cccc(C(F)(F)F)c1)S(C)(=O)=O	-2.7	94.0	-0.8	114.0	-2.5	0.0	3.9	1.4	92.9
COc1ccc(CN(C(=O)CNC(=O)c2ccco2)C(C(=O)NC2CCCC2)c2ccco2)cc1 (stereo not given)	9.7	102.2	3.0	97.3	0.9	6.0	-9.6	-2.1	95.8
O=C(Cc1ccc(Cl)cc1)N1CCC2(CC1)NCCc1[nH]cnc12	-1.2	100.2	.	63.9*	1.3	2.0	10.2	-5.2	101.1
Cc1ccc(NC2=Nc3ccccc3CC2)cc1	7.9	103.7	-0.5	106.1	6.6	0.0	8.8	6.9	106.3
Cc1cccc([C@@H]2[C@@H]3C(=O)N(C)C(=O)[C@@H]3[C@@H]3C(=O)Nc4ccccc4C(=O)N23)c1	3.3	87.5	-1.8	116.0	11.3	0.0	12.5	11.7	90.8
Cn1cnc(C(=O)NCc2ccc(CNC(=O)OC(C)(C)C)cc2)c1C(=O)NCc1ccc(CNC(=O)OC(C)(C)C)cc1	3.4	.	.	79.1	.	4.0	-7.4	.	.
O=C(c1ccc2c(c1)OCO2)C1CCCN(Cc2ccccc2OC(F)F)C1 (stereo not given)	-6.8	99.8	0.0	108.6	-3.4	0.0	6.2	-6.3	99.7
Cc1cccc2c(N=Nc3ccccc3)c(O)[nH]c12	11.8	102.3	-14.3	100.3	9.3	2.0	-7.3	-0.7	102.0
Cc1ccc2c(CC(=O)OCn3nnc4ccccc4c3=O)coc2c1	7.3	91.4	0.5	106.9	-0.7	1.0	0.6	-1.2	93.9
CCCn1c(Oc2ccccc2)nc2c1c(=O)n(C)c(=O)n2C	6.0	94.8	1.1	97.8	1.9	1.0	6.0	0.9	96.7
COc1ccc(CC(CN)c2ccccc2)cc1 (stereo not given)	3.8	103.8	2.3	95.9	2.8	0.0	-10.6	2.9	100.3
Cc1ccc(-c2cc(C(=O)Nc3ccc(S(=O)(=O)Nc4onc(C)c4C)cc3)[nH]n2)c(O)c1	5.4	106.2	-6.8	90.7	-1.8	0.0	4.2	-5.2	107.3
COc1ccc(/C=C/c2ccc3cccc(O)c3n2)cc1Br	-2.6	103.8	0.0	108.3	8.5	0.0	5.9	8.4	94.3
CC(=O)Oc1c(S(=O)(=O)c2ccc(C)cc2)c(C)nn1C(C)(C)C	4.4	88.6	-0.9	102.6	-6.0	0.0	28.8	-4.4	106.9
CCCc1c(C(=O)N/N=C(\C)CCc2ccc(OC)cc2)nnn1-c1nonc1N	-1.6	105.9	-3.7	84.8	3.6	2.0	37.2	-6.1	97.9
O=C(Nc1ccccc1)c1cc(Cl)nc2ccccc12	-2.2	97.5	-0.1	96.5	-1.7	2.0	-6.9	-7.2	98.0
Cn1c(=O)c(C(=O)NC2CCCCCCC2)c(O)c2ccccc21	1.9	106.3	2.9	101.8	6.7	0.0	6.9	6.5	101.0
CCOC(=O)C1=C(COC(=O)C(CC)c2ccccc2)NC(=O)NC1C (stereo not given)	1.9	79.3	.	72.4	1.1	0.0	-7.3	-4.4	62.5
CCOC(=O)c1c(/N=C/C2=C(O)CC(C)(C)CC2=O)sc2c1CCCC2	1.1	117.1	-3.5	100.4	7.5	0.0	3.7	13.7	115.4
CN1CCN(S(=O)(=O)c2ccc(Br)c3nsnc23)CC1	-10.2	88.6	-1.7	106.4	1.1	0.0	6.8	-3.7	100.5
C=C(C)Cn1c(SCC(=O)N/N=C/c2c(O)ccc3ccccc23)nc2ccccc2c1=O	-3.1	92.4	2.7	106.1	0.5	0.0	-3.0	1.6	96.7
CC1=C(C(=O)OC2CCCCC2)C(c2cccnc2)n2nnnc2N1 (stereo not given)	0.1	91.1	-1.5	98.9	1.8	2.0	-4.2	-2.9	92.6

Later entries
SMILES	GLD-1 TGE inh	CIT2 TOR yeast	MEX-5 binding	CR mimetic SO	BCLXL inh	GRK2 aptamer HTS	VLA-4 inh	MCL1-BIM inh	AGP1-GFP MLPCN
Cc1cccc(C)c1NC(=O)c1cnn(-c2ccccc2)c1C	-11.0	90.3	-0.4	98.6	-2.6	1.0	20.2	-6.6	88.9
O=C(Cc1c(F)cccc1Cl)Nc1cc(S(=O)(=O)N2CCCCC2)ccc1N1CCOCC1	4.1	99.6	2.5	100.5	-2.4	0.0	9.8	-0.8	109.8
CCN(CC)N=Nc1ccc(C(=O)O)cc1	4.0	95.1	-3.2	95.2	4.0	6.0	-6.0	3.8	90.0
Cc1cccc(OCCCC(=O)NC2CCCCC2)c1	-15.5	108.9	0.7	99.6	3.4	7.0	3.8	8.3	101.2
N#CNC(N)=Nc1cccc(Cl)c1	4.2	105.2	2.7	93.0	2.0	0.0	-3.1	0.8	93.6
CC(=O)Nc1ccc(Nc2ncnc3ccccc23)cc1	-4.4	92.5	-0.2	82.2	1.6	0.0	2.4	1.8	98.2
CCc1cc2c(Nc3ccccc3O)nc(C)nc2s1	.	102.5	-0.1	90.5	.	0.0	2.5	.	102.5
O=[N+]([O-])c1ccc(C(O)CN2CCOCC2)cc1 (stereo not given)	5.1	98.7	2.3	92.8	1.7	8.0	7.8	5.3	99.5
COc1ccc(Br)cc1CN(C)CC(=O)NCc1ccc(F)cc1	3.8	108.0	-1.2	101.9	4.0	0.0	7.8	1.9	105.7
